FadD28 FP inh: M. tuberculosis FadD28 bisubstrate binding inhibition; FadD28 bisubstrate probe binding, fluorescence polarization; inhibition, % at 12.5 µM; 0.22% of 360,000 active; in the data active = inhibition above about 8.5%, passing the limit was not always enough; inconclusive = no clear call, values can overlap the other calls
Anthrax LF prot: blocks Bacillus anthracis lethal factor protease | inhibition, % at 10 µM | 0.12% of 360,000 active | AID 588501 | multiplex microsphere protease cleavage assay, LF | P15917; note: plate controls were buffer without enzyme for full effect and enzyme alone for no effect
CCHFV vOTU inh: blocks the CCHF virus ovarian tumor domain protease | CCHFV vOTU protease, Pep-AMC fluorescence | inhibition, % at 11.5 µM | 0.55% of 370,000 active | AID 651958; in the data active = inhibition above about 30%; note: 0% = vehicle wells with enzyme and 100% = no enzyme wells
Y pestis TopoI: Y. pestis Topo-I inhibition via cleavage products. 0.064% of 360,000 active. Y. pestis Topo-I cleavage product accumulation, plate reader. activity, % at 10 µM. AID 504884; in the data active = activity above about 50%, passing the limit was not always enough; inconclusive = no clear call, values can overlap the other calls; note: inactives centre near 2
PrPC surface inh: inhibitors of human cell surface prion protein PrPC | TR-FRET read-out | inhibition, % at 13.8 µM | 0.43% of 370,000 active | AID 720596; in the data active = inhibition above about 24%; note: 0% = median of the test wells and 100% = reference compound wells
BoNT-A LC inh2: inhibitors of Botulinum neurotoxin A light chain protease; 0.17% of 360,000 active; multiplex microsphere protease substrate cleavage, flow cytometry; inhibition, % at 10 µM; note: plate controls were buffer without enzyme for full effect and enzyme alone for no effect
TcdB inh: TcdB glycohydrolase inhibition; TcdB glycohydrolase enzymatic assay, plate reader; inhibition, % at 9.99 µM; 0.24% of 350,000 active; AID 652162; in the data active = inhibition above about 10%
Target sequence (P18177 whole entry, looked up): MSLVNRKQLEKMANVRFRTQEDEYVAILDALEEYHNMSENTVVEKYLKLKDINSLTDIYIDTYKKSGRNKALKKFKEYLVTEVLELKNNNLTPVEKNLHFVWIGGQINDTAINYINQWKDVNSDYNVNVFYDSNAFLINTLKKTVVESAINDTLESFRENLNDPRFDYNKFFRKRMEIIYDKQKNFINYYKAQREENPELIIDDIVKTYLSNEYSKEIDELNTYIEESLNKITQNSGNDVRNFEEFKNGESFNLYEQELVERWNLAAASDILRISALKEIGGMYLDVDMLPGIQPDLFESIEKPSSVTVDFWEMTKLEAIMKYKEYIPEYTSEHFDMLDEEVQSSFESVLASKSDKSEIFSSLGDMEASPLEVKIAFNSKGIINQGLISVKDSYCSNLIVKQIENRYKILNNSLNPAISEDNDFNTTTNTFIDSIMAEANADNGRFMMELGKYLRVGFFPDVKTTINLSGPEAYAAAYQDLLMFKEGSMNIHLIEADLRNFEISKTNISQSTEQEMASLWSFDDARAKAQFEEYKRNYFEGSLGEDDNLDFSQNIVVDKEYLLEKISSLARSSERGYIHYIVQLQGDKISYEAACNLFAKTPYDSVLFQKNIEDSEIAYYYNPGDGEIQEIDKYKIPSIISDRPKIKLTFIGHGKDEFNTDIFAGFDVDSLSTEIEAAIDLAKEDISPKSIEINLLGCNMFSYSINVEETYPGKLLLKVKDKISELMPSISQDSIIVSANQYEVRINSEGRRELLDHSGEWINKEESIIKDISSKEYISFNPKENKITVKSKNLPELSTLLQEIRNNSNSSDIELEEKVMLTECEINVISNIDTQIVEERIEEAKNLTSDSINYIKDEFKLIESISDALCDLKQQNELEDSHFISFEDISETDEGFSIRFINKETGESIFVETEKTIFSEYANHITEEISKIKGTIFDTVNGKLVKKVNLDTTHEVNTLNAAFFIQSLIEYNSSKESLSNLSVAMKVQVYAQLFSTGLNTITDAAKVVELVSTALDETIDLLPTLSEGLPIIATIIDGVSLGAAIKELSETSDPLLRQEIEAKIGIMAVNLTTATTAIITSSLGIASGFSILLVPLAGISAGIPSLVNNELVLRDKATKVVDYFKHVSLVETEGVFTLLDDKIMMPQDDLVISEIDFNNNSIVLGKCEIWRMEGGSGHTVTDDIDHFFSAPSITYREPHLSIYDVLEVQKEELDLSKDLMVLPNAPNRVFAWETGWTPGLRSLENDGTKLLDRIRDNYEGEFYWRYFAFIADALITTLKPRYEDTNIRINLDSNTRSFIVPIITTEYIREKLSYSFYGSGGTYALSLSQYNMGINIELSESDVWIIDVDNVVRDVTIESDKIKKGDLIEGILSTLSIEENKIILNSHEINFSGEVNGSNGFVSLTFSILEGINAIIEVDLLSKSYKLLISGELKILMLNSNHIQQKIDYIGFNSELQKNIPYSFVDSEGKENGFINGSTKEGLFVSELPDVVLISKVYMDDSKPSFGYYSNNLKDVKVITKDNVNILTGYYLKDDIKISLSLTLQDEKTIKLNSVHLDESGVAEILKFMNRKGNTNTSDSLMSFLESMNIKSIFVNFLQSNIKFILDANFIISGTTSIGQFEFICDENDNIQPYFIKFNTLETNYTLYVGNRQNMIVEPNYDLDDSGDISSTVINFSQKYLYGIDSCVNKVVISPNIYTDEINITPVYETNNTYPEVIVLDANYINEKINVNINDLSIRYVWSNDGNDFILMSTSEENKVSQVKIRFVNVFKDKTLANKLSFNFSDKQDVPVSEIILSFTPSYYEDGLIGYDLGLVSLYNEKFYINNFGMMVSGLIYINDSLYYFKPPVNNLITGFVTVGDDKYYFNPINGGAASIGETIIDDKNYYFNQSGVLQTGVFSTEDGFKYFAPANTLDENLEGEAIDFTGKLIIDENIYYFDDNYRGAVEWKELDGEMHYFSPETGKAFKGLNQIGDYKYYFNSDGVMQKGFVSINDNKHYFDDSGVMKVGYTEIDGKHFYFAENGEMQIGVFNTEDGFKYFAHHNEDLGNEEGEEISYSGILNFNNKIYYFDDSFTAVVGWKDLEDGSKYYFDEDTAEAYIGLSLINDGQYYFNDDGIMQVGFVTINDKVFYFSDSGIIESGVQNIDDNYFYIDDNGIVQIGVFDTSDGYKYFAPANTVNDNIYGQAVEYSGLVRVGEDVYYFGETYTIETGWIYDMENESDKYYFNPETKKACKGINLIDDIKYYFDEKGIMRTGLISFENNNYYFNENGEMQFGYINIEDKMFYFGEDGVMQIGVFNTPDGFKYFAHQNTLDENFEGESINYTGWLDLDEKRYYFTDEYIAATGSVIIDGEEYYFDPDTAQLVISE
BoNT-F LC inh: inhibitors of Botulinum neurotoxin F light chain protease. Multiplex microsphere protease cleavage assay, flow cytometry. inhibition, % at 10 µM. 0.22% of 360,000 active. AID 588497; in the data active = inhibition above about 35%, passing the limit was not always enough; inconclusive = no clear call, values can overlap the other calls; note: plate controls were buffer without enzyme for full effect and enzyme alone for no effect
PfHsp40 yeast: compounds rescuing yeast from Plasmodium falciparum HSP40 toxicity; 0.68% of 340,000 active; AID 504582; growth rescue, % at 12.5 µM; S. cerevisiae expressing PfHsp40, growth rescue, ATP luminescence; in the data active = growth rescue above about 28%, passing the limit was not always enough; inconclusive = no clear call, values can overlap the other calls;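 note: yeast W303a lacking pdr1 and pdr3 grown in galactose medium; growth measured after three days at 30 °C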
An asterisk follows results filed as active; ? = inconclusive; . = no result given. Cut-off read from the data, not from the text of the source, unless noted: active = inhibition above about 30%; inconclusive = no clear call, values can overlap the other calls; inactive = below that.

SMILES	FadD28 FP inh	Anthrax LF prot	CCHFV vOTU inh	Y pestis TopoI	PrPC surface inh	BoNT-A LC inh2	TcdB inh	BoNT-F LC inh	PfHsp40 yeast
CC(Nc1nc(C(F)(F)F)nc2ccccc12)c1cccs1 (stereo not drawn)	-10.5	-3.9	13.7	-8.3	14.7	0.9	1.0	10.3	4.3
O=C(NCc1ccccc1)c1ccc(NC(=O)C2CCC2)cc1	-0.1	-0.7	-5.3	2.0	1.7	0.3	-1.6	3.0	-0.9
Cc1nc(N2CCN(C(=O)CCC(=O)O)CC2)c2c(C)c(C)sc2n1	-2.0	-0.2	-8.9	-2.5	9.5	0.3	1.5	-4.1	-0.8
c1ccc(P(c2ccccc2)c2ccccn2)cc1	0.4	-9.6	-8.3	-0.6	-1.5	-0.6	0.4	-2.1	-0.4
O=C(NN1CCOCC1)c1ccc(Cl)s1	-3.8	-5.9	-4.3	7.8	8.2	-0.3	-0.9	-6.1	-1.0
COC(=O)C1=C(C)N(c2cc(Cl)cc(Cl)c2)C(=O)C1	-1.9	2.6	7.6	3.3	10.8	0.9	.	-18.0	0.1
CCCCn1c(N)c(N(CC(C)C)C(=O)Cn2c(=O)cnc3ccccc32)c(=O)[nH]c1=O	-1.1	-5.6	-6.3	-2.7	3.1	3.4	0.4	?	0.9
CCC(NC(=S)NCc1ccccc1)C(=O)O (stereo not drawn)	0.8	-5.9	-4.7	-3.4	-3.9	-0.5	.	-13.1	0.8
CSc1ccc(S(=O)(=O)NCC(=O)OC(C)C(=O)NCc2ccccc2)cc1[N+](=O)[O-] (stereo not drawn)	-0.5	1.4	-7.2	7.1	-25.9	4.8	0.3	-1.1	-0.8
O=C(NCc1cccnc1)C(=O)N/N=C/c1ccccc1[N+](=O)[O-]	-0.4	2.4	3.0	8.2	-10.4	0.5	-0.6	1.5	-2.1
CC1=C(SCc2ccccc2)C(=O)c2ccccc2C1=O	4.0	-1.5	103.6*	-20.8	-9.1	0.5	0.1	-18.5	-0.3
COCCN1CCN(Cc2nc(Cc3ccc(OC)c(OC)c3)no2)CC1	-1.8	1.1	6.8	-0.9	-3.0	-0.1	0.1	2.4	-0.1
Cc1ccc(O)c(C(=O)c2coc(=N)c(C(=O)NC(C)C)c2)c1	-3.2	-4.2	-1.3	-5.7	-1.3	?	.	-0.1	-0.7
O=C(CSc1nc2ccccc2s1)Nc1nccs1	-1.4	-4.8	4.7	3.2	3.2	0.7	.	-0.5	-1.7
Cc1ccccc1C(=O)NC=C1C(=O)OC(C)(C)OC1=O	-4.1	3.4	8.0	4.6	0.5	0.5	2.5	2.2	0.6
COc1ccccc1N(CC(=O)NC1CCCCC1)C(=O)CNC(=O)c1cccs1	0.3	-0.9	-2.4	4.6	-9.3	0.4	0.8	-8.1	-0.6
O=c1cc(-c2ccccc2)oc2cc(O)c(O)c(O)c12	5.9	-9.3	-0.2	-5.2	-0.5	-0.6	5.2	-5.5	140.8*
CC(NC(=O)C(=O)NCC1CCCO1)c1ccccc1 (stereo not drawn)	-2.6	-3.3	-3.9	1.4	1.2	-0.5	-0.5	1.2	0.5
CCNC(=O)COC(=O)c1cc(C)n(-c2ccccc2)c1C	-1.4	2.3	3.0	3.6	1.2	0.2	-0.4	-0.8	0.5
COc1cccc(-c2nc(CS(=O)CC(=O)NCc3ccccc3Cl)c(C)o2)c1 (stereo not drawn)	-3.4	-10.5	3.6	34.6	-4.7	-0.8	-2.5	-16.7	-1.4
Cc1ccc(C)c(NC(=S)NCc2ccccc2)c1	-0.2	1.3	-5.3	1.9	-4.0	?	0.8	?	-0.7
Cc1noc(C)c1C(=O)N1CCC1(C)C(=O)NS(=O)(=O)c1ccccc1C(F)(F)F (stereo not drawn)	1.0	-6.4	16.8	4.5	8.4	-0.5	-1.3	-1.6	.
CNC(=O)C(Sc1nc(C)nc2c1oc1ccccc12)C(C)=O (stereo not drawn)	-0.1	-1.3	9.2	-8.4	15.8	1.8	.	-0.4	1.4
CC(=O)Nc1cccc(/C(C)=N/Nc2ccc(S(=O)(=O)Nc3ccccc3C(=O)O)cc2[N+](=O)[O-])c1	18.9*	5.8	21.2	-14.1	-7.6	-0.8	1.5	-8.5	3.1
N#CC(C(N)=O)=C1CCCCC1	-0.6	-7.6	9.0	1.2	-4.4	-7.2	-0.2	?	-0.3
COc1cc(-c2cn(S(=O)(=O)c3cccc4nsnc34)nc2N)cc(OC)c1OC	-0.6	-2.5	2.1	22.3	-33.1	0.7	.	1.2	2.2
CC[C@]12c3[nH]c4ccc(OC)cc4c3CCN1C(=O)C(CC(=O)NCCN1CCOCC1)C[C@@H]2C(=O)N1CCN(C(=O)c2ccco2)CC1 (stereo partly drawn)	-0.1	-2.1	8.8	0.4	-1.6	-0.8	0.4	-17.4	0.2
C/C(=N\NC(=O)c1cccc(F)c1)c1cccc(NC(=O)c2ccc(F)cc2)c1	-0.4	-2.2	-2.9	0.9	3.5	-1.0	0.7	-4.5	-0.7
O=[N+]([O-])c1cccc2cn[nH]c12	-2.8	1.4	6.8	-0.4	-37.9	0.2	0.7	-7.4	-1.0
O=[N+]([O-])c1ccc(NN=Cc2ccco2)nc1	0.8	-1.7	3.0	3.0	-33.8	0.2	1.1	-4.8	1.1
Cc1ccc(S(=O)(=O)N2CCOCC2)cc1C(=O)NCc1ccccc1CN1CCCC1	-4.3	-7.0	2.1	1.6	-10.3	0.1	0.2	4.2	-0.5
COc1cc(CNn2c(C)n[nH]c2=S)cc(Br)c1OCC(=O)NC(C)(C)C	-0.1	-9.2	-6.0	6.3	-6.6	-1.4	2.3	-13.0	0.3
CC(C)Cn1cc(C(=O)NCC2CCCO2)c2c3ccccc3n(C)c2c1=O (stereo not drawn)	0.6	0.8	0.0	8.6	8.0	0.5	.	-10.0	0.1
O=C(NCc1cccc(Cl)c1)c1ccc(S(=O)(=O)N2CCCCC2)cc1	-1.2	-3.9	-7.3	5.3	6.2	-0.5	0.2	-4.9	.
CCCCN(C(=O)C1CCCC1)c1c(N)n(CCC)c(=O)[nH]c1=O	-1.0	-0.6	9.6	7.7	-3.5	3.8	2.0	0.0	-0.5
Cc1ccc([C@H]2N[C@]3(CCCN(CC4CCCCC4)C3=O)[C@H]3C(=O)N(C)C(=O)[C@@H]23)cc1	-2.9	-6.9	-11.7	-6.3	1.4	-0.4	-0.1	-6.1	.
CNC(=O)c1sccc1SCc1ccc(Cl)cc1Cl	-2.9	-4.0	-8.3	-1.5	4.6	0.0	.	7.1	2.2
CCOC(=O)N1CCN(C(=O)Cn2ncc3ccccc32)CC1	-0.4	-0.3	-4.2	1.3	0.6	-0.9	-0.2	-4.1	-0.4
Cc1[nH]c(C(=O)O)c(C#N)c1C(=O)c1ccccc1	-1.0	3.0	4.6	3.5	-1.1	-1.4	1.2	-6.0	-0.9
O=c1[nH]c2cnccc2n1-c1ccccc1	-4.7	-4.2	15.2	-0.7	0.2	-0.2	.	-2.1	0.5
COc1cc2c(cc1OC)C1C(=O)c3ccc4c(c3OC1CO2)CC(C(C)C)O4 (stereo not drawn)	-0.9	0.2	23.0	-4.9	14.6	-0.5	2.0	-3.9	3.5
COc1ccc(-c2cc(C(F)(F)F)nc(N3CCN(C)CC3)n2)cc1OC	-1.8	-3.4	-5.0	0.4	-2.3	0.5	.	2.2	-0.9
CCCn1nc(C(=O)Nc2cccc(S(=O)(=O)N3CCOCC3)c2)c2ccccc2c1=O	-2.3	-6.4	0.8	8.1	-3.4	-0.1	-1.0	-1.4	.
O=C(NCc1ccccc1)C(c1ccc(O)cc1)N(C(=O)c1cnccn1)c1ccccc1 (stereo not drawn)	-3.1	1.8	2.8	-6.9	-4.9	-1.7	1.4	-4.6	0.4
CCc1nnc(NC(=O)C2CCC2)s1	-1.6	1.1	-9.0	-4.2	-2.5	1.4	.	-9.4	0.6
CC1CCOC(=O)C=CC=CC(=O)OC2CC3OC4C5OC5(C)C(O)CC4(COC(=O)C1O)C2(C)C31CO1 (stereo not drawn)	-3.4	-4.5	-1.4	2.2	83.8*	-1.3	1.2	-20.3	.
Cn1ncc(Br)c1C(=O)NC1CCCC1	-2.7	-0.2	2.2	4.5	-7.1	-0.4	-0.5	11.2	-0.5
CCCNC(=O)c1ccc(CN2CCOCC2)cc1	-2.5	-0.1	-16.1	-0.7	8.3	0.2	.	1.5	-0.5
Cc1ccc(-c2nc(-c3cccnc3)sc2CC(=O)Nc2ccc3nc(C)sc3c2)cc1	-2.1	0.3	-20.7	-4.7	-6.6	6.3	.	-6.0	1.5
Cc1ccc(NC(=O)CCC(=O)OCC(=O)c2ccc(Oc3ccc([N+](=O)[O-])cc3)cc2)c(C)c1	-2.0	-0.7	-3.6	6.9	-12.6	-1.0	.	0.9	2.1
Next records follow:
SMILES	FadD28 FP inh	Anthrax LF prot	CCHFV vOTU inh	Y pestis TopoI	PrPC surface inh	BoNT-A LC inh2	TcdB inh	BoNT-F LC inh	PfHsp40 yeast
NS(=O)(=O)c1ccc(CCNC2CC(=O)N(CCc3ccccc3)C2=O)cc1 (stereo not drawn)	-0.6	52.0*	10.2	-9.5	-4.1	5.7	.	157.6*	1.1
N=c1c(C(=O)NCCc2ccccc2)cc2c(=O)n3ccccc3nc2n1CCCN1CCOCC1	-1.7	0.0	-98.4	-3.4	-28.9	4.2	-1.1	-7.8	0.9
COc1ccc(C(=O)CSc2nnc(-c3ccoc3C)n2CC2CCCO2)cc1 (stereo not drawn)	0.6	1.0	-4.2	-1.0	4.4	0.6	-9.2	2.0	-0.9
COc1cc(NS(=O)(=O)c2ccc(N/C=C(\C#N)c3nc4ccccc4o3)cc2)nc(OC)n1	-15.5	3.7	0.4	13.2	0.9	0.5	.	3.0	-0.3
COc1ccc(-c2c(NC(=O)CC(C)C)n(C)c3ccccc3c2=O)cc1OC	0.6	33.4*	-12.1	5.5	-5.6	-0.2	-3.9	-10.3	-0.2
CC1CCN(CC(=O)c2ccc3c(c2)OCCO3)CC1	-1.9	0.8	-7.4	-7.8	-0.2	1.3	3.8	5.2	-0.8
CCOC(=O)c1c(NC(=O)C2C3C=CC(C3)C2C(=O)O)sc2c1CCC(CC)C2 (stereo not drawn)	2.1	-2.3	12.7	15.9	11.8	0.2	.	-5.6	0.0
COc1ccc(NC(=O)C2CCCN(S(=O)(=O)c3ccc4c(c3)CC(C)N4C(C)=O)C2)cc1 (stereo not drawn)	0.3	0.8	11.6	-5.3	4.2	2.5	0.2	0.0	-0.1
O=C(NCCCn1ccnc1)C1CCCN(S(=O)(=O)c2ccc(F)cc2)C1 (stereo not drawn)	0.4	-5.1	12.6	-0.4	8.8	-0.2	0.6	22.9	0.5
CCOC(=O)N1CCN(/C=C(\C#N)c2nc3ccccc3s2)CC1	-1.7	.	6.9	8.9	0.0	.	.	.	-0.2
CCOc1ccc(CC(=O)NCC(=O)NCc2cc(=O)n(C)c(=O)n2C)cc1	-0.8	3.9	7.4	0.7	-1.6	3.5	0.3	5.4	0.8
CCOC(=O)NC1=NCC(C)S1 (stereo not drawn)	-1.7	6.3	-10.9	1.7	-0.9	2.3	0.5	9.3	-1.4

Arranged by SMILES length (low to high): 5 of the compounds above.
SMILES	FadD28 FP inh	Anthrax LF prot	CCHFV vOTU inh	Y pestis TopoI	PrPC surface inh	BoNT-A LC inh2	TcdB inh	BoNT-F LC inh	PfHsp40 yeast
CC1CCN(CC(=O)c2ccc3c(c2)OCCO3)CC1	-1.9	0.8	-7.4	-7.8	-0.2	1.3	3.8	5.2	-0.8
COc1ccc(C(=O)CSc2nnc(-c3ccoc3C)n2CC2CCCO2)cc1 (stereo not drawn)	0.6	1.0	-4.2	-1.0	4.4	0.6	-9.2	2.0	-0.9
NS(=O)(=O)c1ccc(CCNC2CC(=O)N(CCc3ccccc3)C2=O)cc1 (stereo not drawn)	-0.6	52.0*	10.2	-9.5	-4.1	5.7	.	157.6*	1.1
COc1cc(NS(=O)(=O)c2ccc(N/C=C(\C#N)c3nc4ccccc4o3)cc2)nc(OC)n1	-15.5	3.7	0.4	13.2	0.9	0.5	.	3.0	-0.3
COc1ccc(NC(=O)C2CCCN(S(=O)(=O)c3ccc4c(c3)CC(C)N4C(C)=O)C2)cc1 (stereo not drawn)	0.3	0.8	11.6	-5.3	4.2	2.5	0.2	0.0	-0.1

An unsorted share of the library. Share with any hit: about 2.3%.
